RECQ1 inh: RECQ1 (human) helicase inhibition. RECQ1 DNA unwinding, red fluorescence kinetic read. 0.54% of 240,000 active. AID 2549. Potency, µM (top dose mostly 57.3 µM), inactives show at the highest dose activity, negative = inhibition, actives largely listed as inhibitors;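 also: plate controls were vehicle for no effect and no enzyme for full effect; nearly all actives have a fitted effect of over 30% in size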
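50 nM RECQ1T1 preincubated 15 min with compound in Tris pH 8.0 buffer with MgCl2, DTT, Tween-20 and 2.5 ug/ml poly(dI-dC); started with 200 nM TAMRA/BHQ-2 forked duplex and 2 mM ATP. Unwinding read as fluorescence (525/598 nm), two reads 2 h apart.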
TRb SRC2 PPI: disrupts binding of human TR beta to SRC2; TRbeta-SRC2 peptide binding, fluorescence polarization; receptor liganded with 1 µM T3; Potency, µM (highest dose often 106 µM), for inactives: at the top dose activity change, negative = inhibition, hits mostly inhibitors; 0.065% of 280,000 active; AID 1469;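 also: plate controls were bound peptide for no effect and peptide without receptor for full effect; nearly all actives have a fitted effect of over 50% in size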
Target sequence (P10828 whole entry, looked up): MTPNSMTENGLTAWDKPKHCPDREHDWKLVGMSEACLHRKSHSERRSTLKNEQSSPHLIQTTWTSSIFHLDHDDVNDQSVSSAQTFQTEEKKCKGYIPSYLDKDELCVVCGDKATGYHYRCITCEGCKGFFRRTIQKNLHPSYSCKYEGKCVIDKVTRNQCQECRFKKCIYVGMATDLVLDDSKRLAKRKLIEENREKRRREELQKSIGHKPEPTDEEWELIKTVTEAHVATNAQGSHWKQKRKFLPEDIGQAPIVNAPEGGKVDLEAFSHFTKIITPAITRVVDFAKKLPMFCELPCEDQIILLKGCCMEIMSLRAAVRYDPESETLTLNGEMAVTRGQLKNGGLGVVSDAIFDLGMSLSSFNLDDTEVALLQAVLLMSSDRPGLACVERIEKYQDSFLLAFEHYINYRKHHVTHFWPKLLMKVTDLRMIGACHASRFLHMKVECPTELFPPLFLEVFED
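Human TRb ligand-binding domain (0.6 uM) is mixed with 20 nM Texas Red SRC2 peptide and 1 uM T3; after compound addition and 5 hr at ambient temperature, polarization is measured and normalized to unbound and bound controls.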
Tau fluor counter: counter-screen for tau fibril formation inhibitors; tau K18 P301L Alexa594 fluorescence, heparin fibrillization; Potency, µM (doses to about 57.7 µM), for inactives: at the highest dose activity change, negative = decrease; 0.93% of 280,000 active; AID 1463; also: % is scaled to controls: 0 for no effect and ±100 for the full control effect; nearly all actives have a fitted effect of over 55% in size
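Human tau K18 P301L (15 uM unlabeled, 0.24 uM Alexa 594-labeled) in 100 mM sodium acetate pH 7 with 20 uM heparin, 6 hr at 37 C. ThT 30 uM added, 1 hr ambient; Alexa 594 FP and total fluorescence read at 555/632 nm.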
L3MBTL1 inh: blocks human L3MBTL1; AlphaScreen L3MBTL1–H3K9me1 peptide binding; Potency, µM (highest dose often 57.1 µM), inactives show at the top dose activity, negative = inhibition, actives largely listed as inhibitors; 0.66% of 230,000 active; also: % is scaled to controls: 0 for no effect and ±100 for the full control effect; nearly all actives have a fitted effect of over 60% in size
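L3MBTL1 50 nM + b-AHA-H3(1-15)K9me1 75 nM, 30 min RT; compound added, 30 min RT; streptavidin donor/Ni-chelate acceptor beads 10 ug/mL each final, 30 min RT dark; AlphaScreen read.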
Tau fibril ThT: inhibitors of human tau fibril formation, thioflavin T binding; 2.1% of 270,000 active; P10636; Potency, µM (doses to about 57.4 µM), for inactives: at the top dose activity, negative = inhibition, hits mostly inhibitors; recombinant tau K18 P301L, heparin-induced fibrillization, ThT fluorescence; also: % is scaled to controls: 0 for no effect and ±100 for the full control effect; nearly all actives have a fitted effect of over 55% in size
Target sequence (P10636 561-689 P618L limits assumed): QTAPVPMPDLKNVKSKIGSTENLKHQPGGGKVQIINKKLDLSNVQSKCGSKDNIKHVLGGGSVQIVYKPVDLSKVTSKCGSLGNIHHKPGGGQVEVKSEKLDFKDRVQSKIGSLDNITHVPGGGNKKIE
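Heparin-induced (20 uM) aggregation of recombinant human K18 P301L tau, 15 uM unlabeled with 0.24 uM labeled, pH 7 acetate buffer, 6 hr at 37 C with compound. Fibrils quantified by 30 uM ThT fluorescence after 1 hr ambient incubation.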
TR SRC2 fluor cs: counter-screen for TRb-SRC2 inhibitors: fluorescence interference; TRb/SRC2 Texas Red total fluorescence interference; 0.29% of 280,000 active; Potency, µM (highest dose often 106 µM), for the others: top-dose fluorescence change, negative = quenching; AID 1479; active = well fitted curve in either direction with a large enough effect; inconclusive = small, poorly fitted or top-dose-only effect; also: % is scaled to controls: 0 for no effect and ±100 for the full control effect
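Human TRb ligand-binding domain at 0.6 uM with 20 nM Texas Red SRC2 peptide in Tris buffer containing 1 uM T3 and 5% DMSO, incubated with compound 5 h at ambient temperature. Total fluorescence (555/632 nm) calculated as parallel + 2 × perpendicular.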
Tau FP inhib: inhibitors of human tau fibril formation | Potency, µM (doses to about 57.7 µM), for inactives: at the highest dose activity, negative = inhibition, usual class: inhibitors | 0.39% of 280,000 active | K18 P301L tau heparin fibrillization, Alexa594 FP, 6 h; also: % is scaled to controls: 0 for no effect and ±100 for the full control effect; nearly all actives have a fitted effect of over 55% in size
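Heparin (20 uM) drove fibril formation of recombinant tau K18 P301L, 15 uM unlabeled with 0.24 uM Alexa 594 label, for 6 hr at 37 C in 100 mM sodium acetate pH 7. Fluorescence polarization (555/632 nm) read 1 hr after 30 uM ThT.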
HTT cytoprotect: cytoprotection in Huntington HTT-Q103 PC12 cell model; 0.14% of 230,000 active; Potency, µM (series often up to 56.4 µM), for inactives: cytoprotection (ATP increase), actives largely listed as activators; AID 1471; PC12 HTT-Q103 induced, cytoprotection, ATP luminescence, 40 h;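 also: % of control where 0% means no effect; nearly all actives have a fitted effect of over 45% in size; toxic huntingtin expression switched on by the ecdysone agonist tebufenozide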
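Readout: ATPlite luminescence (ATP level). Model: stable PC12, inducible Htt exon1 Q103-GFP. Inducer: tebufenozide, 100 nM final. Compounds: dose series. No G418 in medium.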
Numbers without * were called inactive; i = inactive; ? = inconclusive; · = not tested or not shown; [ ] = dose if it differs, or a comment. Unless noted, calls follow the shape of the dose curve; as a rule, active = well fitted curve in the direction sought with a large enough effect; inconclusive = small, poorly fitted or top-dose-only effect, or another doubt; inactive = no such curve, though single readings can be large; an effect the other way counts as inactive or inconclusive. Potency is read from the fitted curve at half-maximal effect. An excerpt; the hit share may differ from the screen's.

molecule	RECQ1 inh	TRb SRC2 PPI	Tau FP inhib	L3MBTL1 inh	HTT cytoprotect	Tau fluor counter	TR SRC2 fluor cs	Tau fibril ThT
CCOC(=O)C1(Cc2cccc(F)c2)CCN(CC(O)CO)CC1 (stereo unspecified)	i	0%	2%	0%	-3%[10 µM]	15%	0%	11%
COc1ccccc1N1CCN(C(c2ccccn2)c2nnnn2C2CCCCC2)CC1 (stereo unspecified)	-9%	-10%	8%	·	1%	-11%	-3%	-14%
CCOC(=O)CN1C(C(=O)c2ccccc2)=C(OC(=O)C(C)(C)C)c2ccccc2S1(=O)=O	·	3%	10%	·	·	-8%	0%	-10%
C/C=C/c1ccc(OCC(=O)OCc2csc(Nc3ccc(C)cc3)n2)c(OC)c1	-19%	6%	12%	-14%	16%[10 µM]	?	-2%	?
COc1ccc(NC(=O)C2CCCN(S(=O)(=O)c3ccc4[nH]c(=O)ccc4c3)C2)cc1Cl (stereo unspecified)	·	4%	?	·	·	-14%	-3%	1%
c1ccc(-n2c(Sc3cnccn3)nnc2-c2cccs2)cc1	-10%	2%	0%	6%[11.4 µM]	12%	-3%	-1%	-11%
C=CCn1c(N)c(C(=O)Nc2cccc(C)c2)c2nc3ccccc3nc21	-9%	-5%	?	16%	-27%	11µM*[quencher]	0%	?
CCCCCC(=O)Nc1ccc(C(=O)N/N=C/c2ccc([N+](=O)[O-])cc2)cc1	-15%	-1%	9%	-5%	-16%[10 µM]	-21%	8%	?
CCc1ccc2oc(-c3cccc(NC(=O)C(C)(C)Oc4ccc(Br)cc4)c3)nc2c1	·	4%	-16%	·	·	-27%	10%	-4%
CC(=O)N1CCc2cc(Br)cc(S(=O)(=O)N3CCN(c4cccc(C(F)(F)F)c4)CC3)c21	·	4%	?	·	·	-16%	-1%	-12%
Cc1c(/C=N\NC(=O)c2ccc([N+](=O)[O-])cc2)cnn1C	-10%	2%	7%	2%	·	-4%	-8%	?
Cc1c(Cl)cccc1NC(=O)C1CCN(c2nc3ccccc3[nH]2)CC1	·	-5%	11%	·	·	-3%	-1%	-13%
O=C(C1CCCO1)N(Cc1ccccc1)c1ccccc1 (stereo unspecified)	-2%	-3%	2%	3%	10%[10 µM]	-1%	-6%	-9%
S=c1[nH]cnc2scc(-c3ccc(Cl)cc3)c12	-13%	-3%	-11%	-1%	-71%[inhibitor][10 µM]	-23%	-1%	-11%
CNc1nc2cc([N+](=O)[O-])c([N+](=O)[O-])cc2nc1NC	3%	13%	7%	-4%	-7%[10 µM]	8%	1%	13%
COC(=O)c1ccc([N+](=O)[O-])cc1N1C(=O)C2C3CCC(C3)C2C1=O (stereo unspecified)	i	5%	3%	0%	-16%	-10%	-2%	-9%
COC(=O)C1Sc2[nH]c(=O)sc2C(c2ccc(Cl)cc2)C1C(=O)OC (stereo unspecified)	-2%	-3%	5%	-5%	-15%	-11%	-1%	-5%
COc1cccc(N2C(=O)CC(N3CCN(C(=O)c4ccco4)CC3)C2=O)c1 (stereo unspecified)	0%	3%	0%	·	21%	4%	-2%	3%
Cc1cccc(NC(=O)C2CCCN(S(=O)(=O)c3cnc[nH]3)C2)c1C (stereo unspecified)	·	-5%	-4%	·	·	-1%	?	1%
CCOc1ncccc1C(=O)N(C)CC(=O)Nc1ccccc1SC	0%	-4%	-4%	5%	6%[10 µM]	-1%	4%	-1%

Further compounds follow:
molecule	RECQ1 inh	TRb SRC2 PPI	Tau FP inhib	L3MBTL1 inh	HTT cytoprotect	Tau fluor counter	TR SRC2 fluor cs	Tau fibril ThT
CCc1ccc(C2c3c(oc4cc(C)c(C)cc4c3=O)C(=O)N2c2nc(C)c(C(=O)OC)s2)cc1 (stereo unspecified)	·	-2%	0%	·	·	-11%	?	-12%
Cc1ccc(S(=O)(=O)C(CNC(=O)COc2ccccc2)c2cccs2)cc1 (stereo unspecified)	·	-4%	-5%	·	·	-15%	0%	-11%
Cc1cc(NC(=O)CCc2nc3cccnc3n2-c2ccccc2)ccc1Br	·	-4%	5%	·	·	-28%	0%	-7%
CC1=NOC(=O)/C1=C\c1ccc(-c2ccc(Br)cc2C(=O)O)o1	-15%	5%	?	22µM*	-31%	-17%	1%	?
O=C(NCc1ccc(Cl)cc1)c1cnc2sc(N3CCCC3)nn2c1=O	·	1%	8%	·	·	-1%	1%	1%
C=CCSc1n[nH]c(-c2ccc(OCCC)cc2)n1	-19%	-16%	?	8%	-7%[0.074 µM]	-22%	1%	-12%
O=S(=O)(NNc1nccc(C(F)(F)F)n1)c1cccc(Cl)c1Cl	1%	-6%	?	3%	3%[10 µM]	-18%	0%	22µM*
O=C(Cn1ccc2ccccc2c1=O)NCCC(=O)Nc1ccc(F)cc1F	·	-4%	-10%	·	·	-9%	-1%	-1%
CCN(CC)S(=O)(=O)c1cccc(C(=O)NC2CCCCC2)c1	-5%	-1%	-3%	·	-29%	-6%	-4%	-6%
O=S(=O)(c1ccc(Cl)cc1)N1CCC(c2ccncc2)CC1	·	-10%	-6%	·	·	-12%	1%	-2%
CCc1ccccc1NC(=O)Nc1cc(C(=O)NCc2ccccc2OC)ccc1N1CCCC1	·	0%	10%	·	·	-12%	0%	2%
CCN1CCN(c2cc(=O)n(-c3cc(Cl)ccc3C)c(=O)[nH]2)CC1	-6%	-3%	-1%	1%	3%	-6%	1%	-17%
COc1cccc(C2CC(c3cccs3)Nc3ncnn32)c1 (stereo unspecified)	-1%	8%	-4%	-1%	-43%[inhibitor]	-11%	-3%	-1%
COc1ccc2nc(C)c3c(c2c1)OC(C(C)(Cl)Br)C3 (stereo unspecified)	-4%	-3%	-1%	·	19%[10 µM]	-7%	0%	·
CS(=O)(=O)c1nc(-c2cccs2)cc(C(F)(F)F)n1	-10%	1%	-10%	3%	-99%[inhibitor]	-6%	2%	-2%
CC1CCN(S(=O)(=O)c2cccc(C(=O)Nc3ccccc3)c2)CC1	i	-8%	-17%[2.34 µM]	-2%	23%[10 µM]	-5%[2.34 µM]	-2%	4%
O=C(CCNC(=O)c1ccccc1Cl)Nc1cc(C(F)(F)F)ccc1Cl	-2%	2%	5%	5%	39%[1.9 µM]	8%	-23%	5%
Cc1cc(NC(=O)c2ccc3nc(C)sc3c2)no1	-9%	-2%	-2%	·	-11%[10 µM]	-4%	-6%	-21%
COC(=O)CC1C(C)(C)C(=O)C2CC3=C(CC[C@]4(C)C3=CC(=O)OC4c3ccoc3)[C@@]1(C)C2=O (stereo partly specified)	1%	-6%	-1%	·	·	0%	0%	-2%
COC(=O)Nc1ccc(S(=O)(=O)N(CCO)CCO)cc1	-3%	3%	3%	·	19%	-4%	-4%	1%

Further results:
molecule	RECQ1 inh	TRb SRC2 PPI	Tau FP inhib	L3MBTL1 inh	HTT cytoprotect	Tau fluor counter	TR SRC2 fluor cs	Tau fibril ThT
Cc1nc(NC(=O)c2ccc3c(c2)OCO3)ccc1Br	8%	-4%	-8%	8%	·	-2%	-4%	?
O=C(N/N=C/c1cccs1)c1cccc(NC(=O)c2ccc(Cl)cc2)c1	-8%	5%	?	-5%	-3%[10 µM]	-11%	?	?
CCOC(=O)c1cnc2ccccc2c1Nc1cccc(C(=O)O)c1	0%	-7%	-10%	·	-28%	-16%	-1%	-18%
Cc1noc(C)c1CSCC(=O)NC1=NCCS1	-10%	-5%	-6%	-8%	-1%	-2%	-1%	-11%
O=C(COc1ccccc1F)Nc1ccc(OCc2cc(=O)n3ccccc3n2)cc1	·	-4%	1%	·	·	9%	-3%	?
Cc1ccc(S(=O)(=O)NC(=O)NCc2ccc(Cl)cc2)cc1	-8%	0%	-2%	·	-11%	-23%	-2%	?
O=C(O)CCC(=O)NN1C(=O)c2ccccc2NC1c1ccc(F)cc1 (stereo unspecified)	-2%	9%	-2%	-2%	-20%[10 µM]	4%	0%	-6%
CCc1ccc(N2C(=O)Nc3ccccc3C2(O)C(=O)N2CCN(c3ccccn3)CC2)cc1 (stereo unspecified)	-11%	-6%	-4%	2%	-13%[10 µM]	-7%	-2%	-5%
O=C(c1cc2cc([N+](=O)[O-])ccc2oc1=O)N1CCN(C2CCCCC2)CC1	i	-3%	-12%	-7%	-19%	-8%	-2%	-7%
CC(=O)N/N=C/c1cc2c(cc1[N+](=O)[O-])OCO2	7%	-3%	-3%	-3%	?	7%	-8%	4%
Cc1cc(CNC(=O)CC2C(=O)NCCN2Cc2ccccc2C(F)(F)F)on1 (stereo unspecified)	-3%	3%	1%	-1%	-34%	-1%	-3%	-12%
CCc1cccc(C)c1Nc1c(-c2ccc(SC)cc2)nc2sccn12	·	4%	-2%	·	·	?	-16%	-14%
Cc1cc2c(c(SCC(=O)NCc3ccc(Cl)cc3)n1)C(=O)OC2	-5%	-4%	2%	-18%	-21%	-2%	1%	1%
O=C(Nc1ccc(S(=O)(=O)N2CCOCC2)cc1)c1ccc([N+](=O)[O-])o1	-8%	-4%	4%	0%	32%[10 µM]	-24%	-3%	?

Profiles, quoted from the list. Screens in order: RECQ1 inh | TRb SRC2 PPI | Tau FP inhib | L3MBTL1 inh | HTT cytoprotect | Tau fluor counter | TR SRC2 fluor cs | Tau fibril ThT
Cc1nc(NC(=O)c2ccc3c(c2)OCO3)ccc1Br is listed with 8% | -4% | -8% | 8% | · | -2% | -4% | ?
CCc1ccc(N2C(=O)Nc3ccccc3C2(O)C(=O)N2CCN(c3ccccn3)CC2)cc1 (stereo unspecified) is listed with -11% | -6% | -4% | 2% | -13%[10 µM] | -7% | -2% | -5%

Screens deposited in PubChem by National Center for Advancing Translational Sciences (NCATS).
